Assay outcomes (PubChem)
N370S GC: inhibits or activates N370S mutant glucocerebrosidase; N370S GC spleen homogenate, 4MU-glucoside fluorescence; 330,000 tested, 0.092% active; Potency, µM (series often up to 59.4 µM), for inactives: top-dose activity change, negative = inhibition, most hits filed as inhibitors; P04062; AID 2101;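 note: 0% = full enzyme activity and -100% = no enzyme basal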
TDP1 block: TDP1 (human) enzyme inhibition; recombinant TDP1, AlphaScreen DNA substrate cleavage; 350,000 tested, 0.28% active; Q9NUW8; Potency, µM (doses to about 130 µM), for inactives: top-dose activity change, negative = inhibition, actives largely listed as inhibitors; AID 485290; note: nearly all actives have a fitted effect of over 40% in size
Target sequence (Q9NUW8 whole entry, looked up): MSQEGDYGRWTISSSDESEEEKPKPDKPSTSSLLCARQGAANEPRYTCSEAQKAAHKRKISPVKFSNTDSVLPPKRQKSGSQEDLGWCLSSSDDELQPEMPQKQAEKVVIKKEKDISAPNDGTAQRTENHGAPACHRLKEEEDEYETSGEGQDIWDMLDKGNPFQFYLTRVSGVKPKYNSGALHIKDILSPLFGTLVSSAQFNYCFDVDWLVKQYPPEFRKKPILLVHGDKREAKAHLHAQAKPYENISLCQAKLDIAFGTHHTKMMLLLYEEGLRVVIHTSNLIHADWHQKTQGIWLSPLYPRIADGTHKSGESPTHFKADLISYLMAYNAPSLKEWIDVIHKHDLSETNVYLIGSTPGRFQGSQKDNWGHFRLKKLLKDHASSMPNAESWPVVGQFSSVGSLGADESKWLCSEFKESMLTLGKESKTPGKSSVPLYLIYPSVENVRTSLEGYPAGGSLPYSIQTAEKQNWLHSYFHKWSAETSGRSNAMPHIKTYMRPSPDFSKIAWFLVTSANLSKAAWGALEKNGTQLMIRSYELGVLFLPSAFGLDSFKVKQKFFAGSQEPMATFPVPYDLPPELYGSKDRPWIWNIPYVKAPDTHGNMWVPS
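Recombinant human Tdp1 (E. coli-expressed, 1 nM final) preincubated with compounds 15 min at room temperature, then 5'-biotin/3'-phosphotyrosine-FITC DNA substrate (15 nM final) added for 5 min. AlphaScreen beads (10 ug/ml final) added 10 min; cleavage lowers signal.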
FEN1 inh: blocks human flap endonuclease 1; Recombinant FEN1 flap cleavage, fluorescence, 15 min; 390,000 tested, 0.35% active; Potency, µM (doses to about 114 µM), inactives show top-dose activity change, negative = inhibition, usual class: inhibitors; P39748; AID 588795; note: nearly all actives have a fitted effect of over 65% in size
Target sequence (P39748 whole entry, looked up): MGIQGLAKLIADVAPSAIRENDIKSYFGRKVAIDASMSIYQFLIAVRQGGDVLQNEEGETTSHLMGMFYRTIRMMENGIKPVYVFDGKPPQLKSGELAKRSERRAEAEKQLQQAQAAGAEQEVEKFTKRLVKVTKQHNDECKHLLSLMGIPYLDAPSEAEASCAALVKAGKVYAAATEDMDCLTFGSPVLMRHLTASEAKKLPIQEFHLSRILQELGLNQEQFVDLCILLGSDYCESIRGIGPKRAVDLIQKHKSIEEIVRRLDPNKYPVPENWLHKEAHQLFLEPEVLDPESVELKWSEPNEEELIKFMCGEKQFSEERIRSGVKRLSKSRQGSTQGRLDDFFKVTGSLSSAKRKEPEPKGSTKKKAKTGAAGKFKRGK
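FEN1 at 10 nM preincubated with compounds 15 min at room temperature, then flap DNA substrate added at 50 nM final. Signal read at 0 and 15 min; concentration-response fitted with four-parameter Hill equation.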
Starred values were filed as active, the others as inactive; ? = inconclusive; · = not tested or not shown; & = joins results of further samples; [ ] = dose if it differs, or a comment. Calls come from the whole dose curve; as a rule, active = well fitted curve in the direction sought with a large enough effect; inconclusive = small, poorly fitted or top-dose-only effect, or another doubt; inactive = no such curve, though single readings can be large; an effect the other way counts as inactive or inconclusive. Unless noted, % is set by controls: 0 for no effect and ±100 for the full control effect; potency is the fitted concentration of half-maximal effect.

[1] Cc1ccc(NC(=O)CSc2nnc(C)c(=O)[nH]2)cc1C
[2] C=CCNC(=S)NNC(=O)c1csc(C)c1CC
[3] O=C(O)CCCC(=O)Nc1ccc(Oc2cccc(C(F)(F)F)c2)nc1
[4] CCc1ccccc1NC(=O)CCC(=O)N1CC(C)Oc2ccc(C)cc21 (configuration not stated)
[5] O=C1C2C(c3ccccc3)CC=CC2C(c2cccc(Br)c2)N1Cc1ccccc1 (configuration not stated)
[6] Cc1ccc2oc(C(=O)Nc3c(C(=O)Nc4cccc(Cl)c4)oc4ccccc34)cc(=O)c2c1
[7] CCCOc1ccc(Cc2nn[nH]n2)cc1
[8] CCOC(=O)c1ccc(NC(=O)NC2CC3CCC(C2)N3C(=S)NC)cc1 (configuration not stated)

Compound,1,2,3,4,5,6,7,8
N370S GC,6%,22%,-1%,·,3%,·,0%,-7%
TDP1 block,-5%,6%,5%,11%,7%,7%,0%,0%
FEN1 inh,8%,9%,-2%,-11%,-23%,2%,-5%,1%

Seven compounds drawn at random from the list so far, as already listed:
[2] C=CCNC(=S)NNC(=O)c1csc(C)c1CC
[3] O=C(O)CCCC(=O)Nc1ccc(Oc2cccc(C(F)(F)F)c2)nc1
[8] CCOC(=O)c1ccc(NC(=O)NC2CC3CCC(C2)N3C(=S)NC)cc1 (configuration not stated)
[5] O=C1C2C(c3ccccc3)CC=CC2C(c2cccc(Br)c2)N1Cc1ccccc1 (configuration not stated)
[6] Cc1ccc2oc(C(=O)Nc3c(C(=O)Nc4cccc(Cl)c4)oc4ccccc34)cc(=O)c2c1
[7] CCCOc1ccc(Cc2nn[nH]n2)cc1
[1] Cc1ccc(NC(=O)CSc2nnc(C)c(=O)[nH]2)cc1C

Compound,2,3,8,5,6,7,1
N370S GC,22%,-1%,-7%,3%,·,0%,6%
TDP1 block,6%,5%,0%,7%,7%,0%,-5%
FEN1 inh,9%,-2%,1%,-23%,2%,-5%,8%

Going on with the list:
[9] CCN(CC)S(=O)(=O)c1ccc2c(c1)nc(CCC(=O)O)n2CC
[10] CC(C)(C)C1CCc2nc(NC(=O)c3ccc([N+](=O)[O-])cc3)sc2C1 (configuration not stated)
[11] COc1ccc(N(CC(=O)NC(C)(C)C)C(=O)c2ccco2)cc1
[12] Cc1cccc(N(CC(O)CN2CCCC2)S(=O)(=O)c2ccccc2)c1 (configuration not stated)
[13] CCOC(=O)N1CCN(C(=O)c2ccc3[nH]c(C)c(C)c3c2)CC1
[14] NS(=O)(=O)c1ccc(CNS(=O)(=O)c2cccc3nonc23)cc1
[15] C[C@H]1CN=C(N(C)C)N1CC1CCCCC1
[16] CC(C)c1ccc(OCC(O)CN2CCN(c3ccc(F)cc3)CC2)cc1 (configuration not stated)

Compound,9,10,11,12,13,14,15,16
N370S GC,0%,·,-17%,-4%,·,-1%,-6%,·
TDP1 block,0%,6%,-2%,6%,4%,·,-10%,-7%[12.3 µM]
FEN1 inh,-2%,-9%,2%,-8%,-4%,-7%,-9%,-21%

[17] CCCCSc1nnc(-c2ccc(C)cc2)c2ccccc12
[18] C=CCn1c(SCC(=O)c2ccc(O)c(O)c2)nnc1-c1cccnc1
[19] Cc1ccccc1Nc1cc(C(=O)NCc2ccco2)c2ccccc2n1
[20] CNc1nc(=S)[nH]c2ccccc12
[21] O=C(Nc1ccc(S(=O)(=O)Nc2ncccn2)cc1)C12CC3CC(CC(C3)C1)C2
[22] COCCn1c(Cc2cccn2C)nnc1SCC(=O)NCc1ccc2c(c1)OCO2
[23] O=C(Nc1ccc2c(c1)OCO2)c1ccc([N+](=O)[O-])cc1[N+](=O)[O-]
[24] COc1ccc(CN2CCC(CO)(Cc3ccccc3C(F)(F)F)CC2)c(F)c1

Compound,17,18,19,20,21,22,23,24
N370S GC,20%,-15%,6%,-4%,3%,-6%,-3%,-12%
TDP1 block,-2%,-8%,1%,5%,0%,2%,1%[0.0935 µM],5%
FEN1 inh,4%,?,6%,0%,-10%,22%,-2%,9%

[25] Cn1c(SCc2ccccn2)nnc1-c1ccncc1
[26] COc1ccc(C)cc1NC(=O)CCN1CCN(C/C=C/c2ccccc2)CC1
[27] O=C(NCCS(=O)(=O)NCc1ccccc1)c1ccc2c(c1)OCO2
[28] CSc1ccc(CN(C)C(C)C(=O)NCc2ccccc2)cc1 (configuration not stated)
[29] O=C(NCCS(=O)(=O)N1CCN(c2ccc(F)cc2)CC1)c1cccc(C(F)(F)F)c1
[30] CCOC(=O)C1(C)C=C(Nc2ccccc2)C(=O)N1c1ccccc1 (configuration not stated)
[31] CCOCC(=O)Nc1c(C(=O)Nc2ccc3c(c2)OCCO3)oc2ccccc12
[32] CN(C)S(=O)(=O)c1ccc(C(=O)NCC(=O)Nc2ccc(F)c(F)c2)cc1

Compound,25,26,27,28,29,30,31,32
N370S GC,25%,-20%,-19%,-2%,·,29%,7%,-5%
TDP1 block,-8%,·,-2%,1%,2%,3%,5%,·
FEN1 inh,-1%,-1%,12%,10%,12%,7%,-14%,-5%

[33] COc1ccc(-c2nnc(SCc3ccccc3F)o2)cc1
[34] Cn1nc(-c2ccc(C(=O)Nc3ccc(F)cc3)cc2)c2ccccc2c1=O
[35] CCOC(=O)C1OC1c1ccccc1 (configuration not stated)
[36] CCOC(=O)C1(Cc2cccc(OC)c2)CCCN(CCO)C1 (configuration not stated)
[37] COc1ccccc1NC(=O)CSC1=Nc2ccccc2C2=NC(CC(=O)NCc3ccc4c(c3)OCO4)C(=O)N12 (configuration not stated)
[38] CC(NC(=O)CN(c1ccc(F)cc1)S(C)(=O)=O)c1ccccc1 (configuration not stated)
[39] FC(F)(F)c1cccc(Cc2noc(CN3CCCC3)n2)c1
[40] CCN(Cc1ccccc1)C(=O)c1cc(COc2c(F)cccc2F)on1

Compound,33,34,35,36,37,38,39,40
N370S GC,28%,-9%,8%,-2%,·,-6%,-18%,-3%
TDP1 block,-6%,-15%,4%,·,1%,4%,0%,-6%
FEN1 inh,-21%,?,·,20%,-1%,0%,1%,-24%

[41] O=C(NCc1nc2ccccc2[nH]1)C1=C[C@H](c2ccc(C(F)(F)F)cc2)C[C@H](OCc2ccc(CO)cc2)O1
[42] Cc1ccccc1N(CC(=O)NCCSCc1ccco1)S(C)(=O)=O
[43] COc1ccc(CN2CCC(C(=O)N3CCCC(C)C3)CC2)cc1OC (configuration not stated)
[44] Cc1ccc(C)c(S(=O)(=O)N2CCN(C(=O)Cn3[nH]c(=O)c4ccccc4c3=O)CC2)c1
[45] CCOC(=O)c1ccc(N2C(=O)CC(NNC(=O)c3ccc(Br)s3)C2=O)cc1 (configuration not stated)
[46] COc1ccc(NC(=O)NN(C(=O)c2ccccc2)C(C)(C)C)cc1
[47] COc1ccc(CNC(=O)c2ccc(-c3ccccc3)cc2)cc1
[48] C[C@H](NCc1c[nH]c2ccccc12)c1ccccc1

Compound,41,42,43,44,45,46,47,48
N370S GC,0%,-16%,-15%,-1%,-3%,6%,-14%,-3%
TDP1 block,10%,1%,0%,-6%,1%,7%,-1%,·
FEN1 inh,1%,0%,-5%,0%,1%,6%,2%,5%

[49] COc1ccc(C)cc1S(=O)(=O)n1cnc2ccccc21
[50] O=C1/C(=C/c2ccncc2)SC(=S)N1N1CCOCC1
[51] CC(=O)c1c(O)c2cccc3c2n(c1=O)CCC3
[52] Cc1ccc(CNC(=O)C2CCC(=O)N(C3CC3)C2)cc1 (configuration not stated)
[53] O=C(Oc1ccc2c(c1)OCO2)c1cccs1
[54] CN(C)CCCN(C(=O)c1ccc(S(=O)(=O)N2CCCCC2)cc1)c1nc2cc3c(cc2s1)OCO3
[55] N#C/C(=C/c1ccc(N2CCCCC2)cc1)c1cccc(F)c1
[56] COC(=O)c1ccccc1NC(=O)CSc1nnnn1CC(=O)O

Compound,49,50,51,52,53,54,55,56
N370S GC,13%,9%,-2%,-11%,3%,?,13%,0%
TDP1 block,·,·,·,1%,-10%,6%,8%,·
FEN1 inh,-5%,2%,0%,-9%,5%,-17%,7%,2%

[57] Cc1cc(C)c(NC(=O)CN(c2ccccc2)S(=O)(=O)N(C)C)c(C)c1
[58] O=C1CN(c2nc(-c3ccccc3)c3cc(Cl)ccc3n2)c2ccccc2N1
[59] CCOC(=O)c1c(NC(=O)CCC(=O)N(CC)CC)sc2c1CC(C)(C)OC2
[60] C=CCOC(=O)C1=C[C@H](c2ccc(C(F)(F)F)cc2)[C@@H](CCCO)[C@H](OCC)O1
[61] COc1ccc(Br)cc1CN(C)C(C)C(=O)Nc1cccc(C(C)=O)c1 (configuration not stated)
[62] COc1ccc(NC(=O)CN2C(=O)COc3ccc(S(=O)(=O)N4CCCCC4)cc32)cc1Cl
[63] CN(C(=O)c1cccc(NC(=O)c2ccco2)c1)c1ccccc1
[64] COC(=O)C1=C(C)N(Cc2ccco2)C(=O)N[C@@H]1c1ccco1

Compound,57,58,59,60,61,62,63,64
N370S GC,28%,2%,9%,11%,-11%,·,0%,8%[12.8 µM]
TDP1 block,-4%,0%,4%,5%,1%,3%,·,15%[12.3 µM]
FEN1 inh,0%&-12%,8%,13%,?,-24%,-10%,-4%,-9%

[65] COc1cc(OC)cc(-c2n[nH]c(=S)n2-c2cc(OC)ccc2OC)c1
[66] O=C(NCc1cccs1)C1CC(=O)N(c2ccc(Cl)cc2)C1 (configuration not stated)
[67] COc1ccc(NC(=O)NCc2ccc3c(c2)OCO3)cc1
[68] Cc1ccc2c(CN3CCN(Cc4ccccc4Cl)CC3)cc(=O)oc2c1
[69] COc1ccc(-c2cc3c(=O)n(CC(=O)NCc4ccc(F)cc4)ncn3n2)cc1
[70] Cc1ccc(C)c(CN2C(=O)c3ccccc3S(=O)(=O)c3ccc(C(=O)NCc4ccccc4)cc32)c1
[71] O=C(CSc1nnc(-c2ccncc2)o1)Nc1nncs1
[72] CCCC(=O)NC(c1cccs1)c1cc(Cl)c2cccnc2c1O (configuration not stated)

Compound,65,66,67,68,69,70,71,72
N370S GC,5%,-1%,18%,·,-9%,·,0%,10%
TDP1 block,8%,-12%,-5%,2%,·,2%,·,10%
FEN1 inh,-5%,0%,-13%,-15%,18%,-4%,-1%,-31%

4 of these compounds, set out differently.
Each structure is followed by: N370S GC	TDP1 block	FEN1 inh
[66] O=C(NCc1cccs1)C1CC(=O)N(c2ccc(Cl)cc2)C1 (configuration not stated)
    -1%	-12%	0%
[69] COc1ccc(-c2cc3c(=O)n(CC(=O)NCc4ccc(F)cc4)ncn3n2)cc1
    -9%	·	18%
[71] O=C(CSc1nnc(-c2ccncc2)o1)Nc1nncs1
    0%	·	-1%
[70] Cc1ccc(C)c(CN2C(=O)c3ccccc3S(=O)(=O)c3ccc(C(=O)NCc4ccccc4)cc32)c1
    ·	2%	-4%

(list continues)
[73] Oc1cccc(NC(=S)Nc2cccnc2)c1
[74] CC(=O)N1Cc2cc([N+](=O)[O-])ccc2Oc2ccccc21
[75] COc1ccc(-c2c(-c3ccsc3)oc(=O)c3cc(OC)c(OC)cc23)cn1
[76] CCN(CC)S(=O)(=O)c1ccc(N2CCCC2)c(NC(=O)Cc2ccccc2)c1
[77] CCOC(CNC(=O)c1cccc([N+](=O)[O-])c1)OCC
[78] O=C(CSc1ccc(Br)cc1)NC1CCS(=O)(=O)C1 (configuration not stated)
[79] Cc1sc2ncnc(N3CCC(C(=O)Nc4cc(Cl)ccc4Cl)CC3)c2c1C
[80] S=c1[nH]nc(-c2cccs2)n1/N=C/c1c(Cl)cccc1Cl

Compound,73,74,75,76,77,78,79,80
N370S GC,24%,?,·,24%,-3%,-29%,3%,6%
TDP1 block,-2%,0%,0%,8%,4%,3%,·,5%
FEN1 inh,10%,8%,3%,-9%,18%,0%,6%,-1%

[81] O=C(NCc1ccc(F)cc1)C(c1ccccc1)N(C(=O)c1csnn1)c1ccccc1 (configuration not stated)
[82] Cc1cc(-c2ccc(S(=O)(=O)Nc3ccc(Cl)cc3C)cc2)on1
[83] O=C(NCC(c1ccco1)N1CCOCC1)c1ccc(C(F)(F)F)cc1 (configuration not stated)
[84] CCc1ccc(Nc2ncnc3sc4c(c23)CCCC4)cc1

Compound,81,82,83,84
N370S GC,-17%,·,-19%,·
TDP1 block,0%,3%,·,-5%
FEN1 inh,-13%,5%,-2%,-22%
